# Compound activity deposited in PubChem BioAssay by The Scripps Research Institute Molecular Screening Center.
# M1 PAM parental – counter-screen for M1 PAMs: effect in parental CHO-K1 cells; ATP EC20, Fluo-8 calcium fluorescence; 0% at ATP EC20, 100% at ATP max; activation, % at 3 µM; hit rate 0.02% among 360,000; AID 602247;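 active = activation above the run cutoff, the mean activation of all test compounds plus 3 SD, cut at about 40% in these data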;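 note: peak over basal fluorescence ratio in a 140 s read after ATP addition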
# M1 ag parental – M1 agonist counterscreen hit in parental CHO-K1 cells; hit rate 0.48% among 360,000; activation, % at 3 µM; Fluo-8 calcium fluorescence; scaled to maximal ATP response, vehicle zero; in the data active = activation above about 15%;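 note: untransfected CHO-K1 host cells lacking M1 receptor as counterscreen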
# M4 ag – CHRM4 agonism in calcium assay; activation, % at 3 µM; AID 624127; CHO-K1 hM4/Gqi5, Fluo-8 calcium fluorescence; vehicle 0%, full acetylcholine response 100%; hit rate 0.14% among 360,000; P08173;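 active = activation above the run mean over all test wells plus 3 SD, cut at about 32% in these data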;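 note: peak over basal fluorescence ratio per well then scaled between controls; 0% = DMSO wells and 100% = acetylcholine at EC100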
# Target sequence (P08173 whole entry, looked up): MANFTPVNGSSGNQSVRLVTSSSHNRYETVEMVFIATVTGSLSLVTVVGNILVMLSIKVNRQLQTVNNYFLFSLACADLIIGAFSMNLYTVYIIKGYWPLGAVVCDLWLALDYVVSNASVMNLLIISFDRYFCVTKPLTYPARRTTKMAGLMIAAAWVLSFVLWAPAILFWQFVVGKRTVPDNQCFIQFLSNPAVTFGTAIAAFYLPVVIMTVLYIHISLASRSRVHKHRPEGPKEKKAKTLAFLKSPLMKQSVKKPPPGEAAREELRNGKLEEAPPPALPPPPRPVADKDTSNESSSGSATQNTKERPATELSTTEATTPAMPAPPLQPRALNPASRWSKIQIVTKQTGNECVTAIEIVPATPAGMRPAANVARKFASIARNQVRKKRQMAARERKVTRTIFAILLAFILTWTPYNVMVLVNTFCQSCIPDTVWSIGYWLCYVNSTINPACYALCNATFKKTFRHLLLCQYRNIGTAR
# CHRM5 antagonist – CHRM5 antagonism in calcium assay; P08912; inhibition, % at 3 µM; CHO-hM5 cells, Fluo-8 calcium fluorescence, ACh EC80; hit rate 0.59% among 360,000; AID 624040;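 active = inhibition above a per-plate cutoff, the mean of that plate's test compounds plus 3 SD, cut at about 27% in these data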;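 note: 0% = acetylcholine EC80 with DMSO and 100% = DMSO without agonist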
# Target sequence (P08912 whole entry, looked up): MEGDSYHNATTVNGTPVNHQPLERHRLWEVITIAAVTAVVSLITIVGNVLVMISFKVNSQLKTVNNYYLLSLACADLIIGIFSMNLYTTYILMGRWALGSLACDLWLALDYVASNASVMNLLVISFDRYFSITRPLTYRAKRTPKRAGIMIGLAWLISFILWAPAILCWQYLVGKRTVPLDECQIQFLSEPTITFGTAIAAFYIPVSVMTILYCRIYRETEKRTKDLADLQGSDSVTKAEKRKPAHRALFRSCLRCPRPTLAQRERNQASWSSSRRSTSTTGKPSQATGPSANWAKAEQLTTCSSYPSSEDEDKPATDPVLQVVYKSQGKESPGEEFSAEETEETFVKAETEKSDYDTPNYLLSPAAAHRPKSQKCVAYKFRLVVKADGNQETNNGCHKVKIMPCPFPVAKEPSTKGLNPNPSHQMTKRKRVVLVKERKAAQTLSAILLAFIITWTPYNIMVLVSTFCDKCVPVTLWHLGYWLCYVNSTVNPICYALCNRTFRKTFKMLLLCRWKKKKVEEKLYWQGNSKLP
# CHRM5 agonist – agonists of human muscarinic M5 receptor (CHRM5); activation, % at 3 µM; CHO-K1 hM5 cells, Fluo-8 calcium fluorescence; 0% DMSO wells, 100% maximal acetylcholine response; hit rate 0.19% among 360,000; AID 624037;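 active = activation above the run's mean over test compounds plus 3 SD, cut at about 23% in these data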;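 note: signal is peak over basal fluorescence ratio across the kinetic read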
# CHO-K1 Ca antag – counter-screen for M1 antagonists: effect in parental CHO-K1 cells; inhibition, % at 3 µM; ATP-induced calcium, Fluo-8 fluorescence; hit rate 0.6% among 360,000;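 active = inhibition above a per-plate cutoff, the plate's mean sample inhibition plus 3 SD, cut at about 24% in these data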;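 note: 0% = DMSO plus EC80 ATP and 100% = DMSO alone without ATP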
# M4 PAM – positive allosteric modulators of human muscarinic M4 receptor; AID 624126; P08173; hit rate 0.4% among 360,000; CHO-K1 hM4/Gqi5, Fluo-8 calcium fluorescence, ACh EC20; 0% = ACh EC20, 100% = maximal ACh; activation, % at 3 µM;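 active = activation above its plate's cutoff, the mean activation of sample wells plus 3 SD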; note: some results filed as inactive read as strong as hits
# M5 PAM – positive allosteric modulators of human muscarinic M5 receptor | CHO-K1 hM5, Fluo-8 calcium, ACh EC20 PAM; 0% = ACh EC20, 100% = ACh EC100 | activation, % at 3 µM | hit rate 0.3% among 360,000 | AID 624038 | P08912;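 active = activation above the run cutoff, the mean activation of all test compounds plus 3 SD, cut at about 18% in these data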
#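 Probe or stimulus: acetylcholine, EC20 level; Assay system: human M5 receptor in CHO-K1 cells; Schedule: compound preincubation 140 s before EC20 acetylcholine addition; Technique: intracellular calcium via Fluo-8 fluorescence; Dosing: single-point, 3 µM nominal; Read-out basis: percent activation from peak-over-basal fluorescence ratio, scaled EC20-to-EC100 acetylcholine; Repeats: one well per compound, no replicates.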
# CHRM4 antagonist – blocks acetylcholine activation of human M4 receptor; AID 624125; CHO-hM4 cells, ACh EC80, Fluo-8 calcium fluorescence; inhibition, % at 3 µM; hit rate 0.73% among 360,000;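 active = inhibition above its plate's cutoff, the mean inhibition of sample wells plus 3 SD, cut at about 27% in these data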;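 note: 0% = acetylcholine EC80 with DMSO and 100% = DMSO without agonist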
# The depositor's hits bear a star.
SMILES,M1 PAM parental,M1 ag parental,M4 ag,CHRM5 antagonist,CHRM5 agonist,CHO-K1 Ca antag,M4 PAM,M5 PAM,CHRM4 antagonist
CCOc1ccccc1/C=C/c1onc(C)c1S(=O)(=O)N1CCC(C(=O)NC)CC1,-7,0.3,2,8,1,1,2,-2,-6
COC(=O)CCCC1=CC2=CC(=O)C(C)(OC(=O)c3cccs3)C(=O)C2=CN1C1CCCC1 (configuration not stated),-10,0.1,2,7,-2,-4,1,5,4
Cc1ccc(S(=O)(=O)N2CCN(CC(=O)Nc3ccc(N4CCOCC4)cc3)CC2)cc1C,-11,0.8,2,-6,1,0,0,2,8
C[C@H](CO)N1C[C@H](C)[C@@H](CN(C)S(=O)(=O)c2cccs2)Oc2c(NC(=O)c3ccncc3)cccc2C1=O,7,0.6,2,16,-4,-5,7,1,3
CN(Cc1ccccc1)C(=O)COC(=O)c1ccccc1NS(=O)(=O)c1cccc(N)c1,23,3.2,9,-2,1,-7,2,-3,-7
CN(C)CCCN(C(=O)c1cccs1)c1nc(-c2ccccc2)cs1,12,1.8,5,21,-5,-11,-24,-18,28*
CO/N=C(/CNC(=O)c1ccc(F)cc1)c1ccc(Cl)cc1,7,-0.1,-2,3,-4,0,-3,-1,3
Cc1ccc(CNC(=O)CSc2nnc3c(n2)[nH]c2ccccc23)cc1,15,1.3,2,7,-4,-11,4,-1,-9
Cn1c(SCC(=O)N(Cc2ccccc2)C(C)(C)C)nc2ccccc21,18,2.7,3,-2,-1,-10,3,2,-12
Cc1cccc(N2CCN(Cc3nc(C4CC4)no3)CC2)n1,17,0.8,1,11,-4,-9,2,1,2
Cc1ccccc1NC(c1cccc(Cl)c1)c1nnnn1C1CCCCC1 (configuration not stated),11,0.1,1,5,0,-5,-1,-3,2
CN(CCO)CC(O)CN(c1ccccc1)c1ccccc1 (configuration not stated),10,4.9,10,8,-9,-11,-20,-8,-3
COc1ccccc1C(=O)NC(=S)Nc1ccccc1N1CCCC1,10,0.4,-1,-10,-3,-8,-1,6,-7
O=C(O)CCNC(=O)C12CC3CC(CC(C3)C1)C2,10,0.4,1,-2,2,-15,5,3,-3
Clc1cccc(C2=NOC(c3nnc(-c4ccccc4)o3)C2)c1 (configuration not stated),3,-0.2,-1,-7,2,8,-1,11,-1
Cc1ccccc1OCCC(=O)Nc1ccc(S(=O)(=O)N(C)C2CCN(C)CC2)cc1,6,1.7,3,-3,-2,-5,-1,4,1
COc1ccc(CN(Cc2ccc(C(=O)O)cc2)C(=S)Nc2cccc(C)c2)cc1OC,2,-0.1,0,9,5,-11,4,6,-4
Cc1ccc(N2CN(CCc3ccccc3)CNC2=S)cc1,-6,0.1,0,-2,1,-4,14*,16,-7
COc1ccc(/C(O)=C2/C(=O)C(=O)N(CCN(C)C)C2c2ccc(OC)c(OC)c2)c(C)c1 (configuration not stated),9,0.4,1,3,1,-4,5,-6,7
Cc1ccc(OC(=O)c2sc(Cl)nc2C)cc1C,5,0.2,0,6,-2,4,9,-3,0
C=CCN(CC(=O)Nc1cccnc1)S(=O)(=O)c1ccc(Cl)cc1,18,1.4,1,17,-4,-10,6,-8,-11
Cc1ccc(N2C(=O)C(Cl)=C(N3CCCCCC3)C2=O)c(C)c1,-9,-0.5,0,-3,-10,6,-6,0,-2
Cn1ccnc1-c1nnn(-c2ccc(F)cc2)n1,-13,0.2,2,9,-2,-2,-3,3,4
CC(=O)c1ccc(OC(=O)Oc2ccc(C(C)=O)cc2)cc1,0,0.3,0,11,0,-5,1,-1,-5
O=C1CCCc2c1cc(C(=O)NCCCN1CCOCC1)c(=O)n2-c1ccc(Cl)cc1,11,0.1,0,2,1,-3,1,-4,1
O=C(c1ccccc1)N1CCC(O)(c2cccnc2)CC1,3,0.3,0,-3,-3,1,6,-1,-4
CCOCCCNC(=O)CN1C(=O)NC(Cc2c[nH]c3ccccc23)C1=O (configuration not stated),10,0.7,1,7,-1,-10,11,0,1
COC(=O)C1=C(O)/C(=C\c2sccc2C)N=C1C,27,0.0,1,0,-1,-5,12,-4,-2
CCC1=NN2C(=N)/C(=C\c3cccn3-c3ccc(OC)cc3)C(=O)N=C2S1,17,0.7,3,0,-1,-6,7,2,-3
Cc1ccc(OCC(=O)Nc2ccc(C(=O)Nc3ccccc3C(=O)O)cc2)cc1C,8,-0.3,-1,-6,0,-5,8,2,4

# Some entries already given, limited to M4 ag, CHO-K1 Ca antag and M1 PAM parental.
molecule | M4 ag | CHO-K1 Ca antag | M1 PAM parental
Cc1ccc(N2CN(CCc3ccccc3)CNC2=S)cc1 | 0 | -4 | -6
COc1ccc(/C(O)=C2/C(=O)C(=O)N(CCN(C)C)C2c2ccc(OC)c(OC)c2)c(C)c1 (configuration not stated) | 1 | -4 | 9
Cc1ccc(OC(=O)c2sc(Cl)nc2C)cc1C | 0 | 4 | 5

# New compounds follow
SMILES,M1 PAM parental,M1 ag parental,M4 ag,CHRM5 antagonist,CHRM5 agonist,CHO-K1 Ca antag,M4 PAM,M5 PAM,CHRM4 antagonist
O=C1[C@H]2[C@@H](/C=C/c3ccccc3)N3C(=O)CN(Cc4ccccn4)C(=O)[C@@]3(Cc3ccccc3)[C@H]2C(=O)N1c1ccccc1,-20,6.6,20,13,8,-9,-6,-26,6
COC(=O)NC1(C(F)(F)F)C(=O)NC(C)=C1C(=O)OC (configuration not stated),8,0.3,1,-12,-2,-15,13,-7,-9
CCN(Cc1ccccc1)S(=O)(=O)c1c(C)[nH]c(C)c1C(=O)N1CCCC1,5,0.1,2,-9,-3,-19,-2,0,2
Cc1cc(Nc2nn(C)c(N)c2C#N)ccc1F,-4,-0.4,5,-4,3,6,12,4,-6
CC(=O)c1ccc(Cc2ncc(C(F)(F)F)cc2Cl)s1,13,0.8,0,16,-3,-16,0,-1,7
O=S(=O)(Nc1nc2ccc(Cl)cc2s1)c1cccs1,7,0.1,-1,11,-2,-14,-6,-2,-4
CCc1ccc(C(CNC(=O)c2ccc3c(=O)n(-c4ccccc4F)c(=S)[nH]c3c2)N(C)C)cc1 (configuration not stated),-3,2.3,10,3,-4,4,-15,-6,-1
CN1C(=O)C2(OCC(COc3ccc(Cl)cc3)O2)c2ccccc21 (configuration not stated),3,5.6,7,5,1,-13,0,-9,2
Cc1[nH]c2ccccc2c1C(=O)C(=O)NCc1ccco1,9,0.6,2,2,-1,-6,2,-4,-1
O=C(Cc1ccc(Cl)cc1)NCc1ccccc1Cl,3,0.0,0,6,-5,-8,9,4,-3
O=S(=O)(NCC(c1ccc2c(c1)OCO2)N1CCN(c2ccccc2)CC1)c1ccccc1 (configuration not stated),10,0.5,0,1,-7,-2,2,0,-15
Nc1ncc([N+](=O)[O-])c(Oc2ccccc2F)n1,15,-0.3,0,6,0,-5,-7,4,6
COC(=O)C1=C(C)N(Cc2ccccc2)C(=O)N[C@H]1c1ccc(Br)cc1,5,-0.2,3,10,-7,-18,6,-13,-11
O=C1C=C(c2ccc(F)nc2)CCC1,14,0.8,0,21,0,-13,0,0,2
O=C(COC(=O)CCC(NC(=O)OCc1ccccc1)C(=O)OCC(=O)Nc1ccccc1)Nc1ccccc1 (configuration not stated),11,1.8,6,10,-1,2,-5,-7,3
Cc1cc(NC(=O)C(C)SCC(=O)Nc2cc(Cl)ccc2N2CCN(C)CC2)no1 (configuration not stated),5,1.3,1,5,-4,0,-10,5,7
CCn1nc(CC(=O)Nc2ccc(-n3cnnn3)c(OC)c2)c2ccccc2c1=O,14,0.3,0,0,-3,-2,6,6,3
CC1(c2nnc(-c3ccc(Cl)cc3)o2)CC(c2ccc([N+](=O)[O-])cc2)=NO1 (configuration not stated),5,0.1,1,15,0,-10,2,-3,0
COc1ccc(C(=O)O)cc1S(=O)(=O)N1CCN(c2ccccn2)CC1,-16,-0.7,0,2,-2,13,-3,2,-9
COC(=O)[C@]1(Cc2ccccc2)N[C@H](CN(C)C(=O)c2ccc(C(C)(C)C)cc2)[C@@H]2C(=O)N(Cc3ccccc3)C(=O)[C@@H]21,-9,0.4,0,8,0,-3,-4,-5,12
COc1cccc(N(CC(=O)NC2CCCC2)C(=O)CCC(=O)Nc2nccs2)c1,17,0.5,2,-5,-3,-23,0,9,-5
Cc1c(C(=O)O)sc2nc(/C=C/c3cccc(O)c3)[nH]c(=O)c12,-2,1.2,1,13,-3,-14,-3,-4,3
O=C(Cc1ccc(Br)cc1)N1CCc2ccccc2C1,17,1.6,1,14,-3,-5,-4,-2,2
COc1cc(/C=N/O)cc(Br)c1OCC(=O)NCc1ccccc1,19,0.8,2,-3,-2,-4,0,0,6
Cc1ccc(-c2cc(C(=O)Nc3ccc(S(=O)(=O)Nc4nc(C)cc(C)n4)cc3)c3ccccc3n2)cc1,1,-0.4,1,3,-1,-2,0,0,6

# Among those listed so far, 8 contain fluorine:
SMILES,M1 PAM parental,M1 ag parental,M4 ag,CHRM5 antagonist,CHRM5 agonist,CHO-K1 Ca antag,M4 PAM,M5 PAM,CHRM4 antagonist
CO/N=C(/CNC(=O)c1ccc(F)cc1)c1ccc(Cl)cc1,7,-0.1,-2,3,-4,0,-3,-1,3
Cn1ccnc1-c1nnn(-c2ccc(F)cc2)n1,-13,0.2,2,9,-2,-2,-3,3,4
COC(=O)NC1(C(F)(F)F)C(=O)NC(C)=C1C(=O)OC (configuration not stated),8,0.3,1,-12,-2,-15,13,-7,-9
Cc1cc(Nc2nn(C)c(N)c2C#N)ccc1F,-4,-0.4,5,-4,3,6,12,4,-6
CC(=O)c1ccc(Cc2ncc(C(F)(F)F)cc2Cl)s1,13,0.8,0,16,-3,-16,0,-1,7
CCc1ccc(C(CNC(=O)c2ccc3c(=O)n(-c4ccccc4F)c(=S)[nH]c3c2)N(C)C)cc1 (configuration not stated),-3,2.3,10,3,-4,4,-15,-6,-1
Nc1ncc([N+](=O)[O-])c(Oc2ccccc2F)n1,15,-0.3,0,6,0,-5,-7,4,6
O=C1C=C(c2ccc(F)nc2)CCC1,14,0.8,0,21,0,-13,0,0,2
